M18AAP inhibitor = PfM18AAP enzyme inhibition; recombinant PfM18AAP, H-Glu-NHMec fluorogenic cleavage; inhibition, % at 7.35 µM; 290,000 compounds, 1.2% hits;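 active means inhibition above the campaign mean inhibition over all tested compounds plus 3 SD, cut at about 28% in these data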;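 further: 0% = plate median of test compound wells and 100% = 2 mM ZnCl2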
MEKK2wt PB1 HTS = raises or lowers MEK5 binding to wildtype human MEKK2 PB1 domain. Q9Y2U5. bead flow cytometry, Alexa488-MEK5 binding to MEKK2 WT; actives lie on both sides. binding response (% of control), % at 10 µM. 290,000 compounds, 1.1% hits. AID 1531; in the data active means binding response below about 67% or above about 130%
GPR7 antag = blocks human GPR7 receptor signaling | P48145 | GPR7-expressing cells, fluorescence antagonist assay | inhibition, % at 4.4 µM | 290,000 compounds, 1.1% hits | AID 1861; in the data active means inhibition above about 16%, passing the limit was not always enough;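 further: cells stimulated with the agonist NPW; 0% = agonist with vehicle and 100% = vehicle without agonist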
Target sequence (P48145 whole entry, looked up): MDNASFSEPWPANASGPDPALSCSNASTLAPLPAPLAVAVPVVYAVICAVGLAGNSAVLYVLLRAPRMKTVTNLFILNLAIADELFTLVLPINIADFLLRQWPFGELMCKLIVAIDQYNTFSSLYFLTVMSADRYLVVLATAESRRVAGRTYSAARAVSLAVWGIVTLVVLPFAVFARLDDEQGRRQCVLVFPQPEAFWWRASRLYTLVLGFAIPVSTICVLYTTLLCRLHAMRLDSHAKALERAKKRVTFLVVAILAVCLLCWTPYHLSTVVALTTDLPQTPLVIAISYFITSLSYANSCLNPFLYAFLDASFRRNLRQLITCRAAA
NALP1 yeast inh = NALP1 inhibition. S. cerevisiae NALP1/ASC/caspase-1 growth, X-gal OD620, 72 h. 280,000 compounds, 0.61% hits. inhibition, % at 10 µM; in the data active means inhibition mostly above about 24%, no sharp cut-off; inactive means mostly below about 32%; further: some compounds called inactive have numbers as strong as hits
V1aR counter = counter-screen for oxytocin receptor agonists: human V1a receptor agonists | P37288 | activation, % at 3 µM | 320,000 compounds, 0.25% hits | AID 2797 | CHO-V1R cells, Fluo-8 calcium fluorescence, agonist mode; 0% DMSO, 100% 3 nM vasopressin;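 active means activation above the mean activation of all tested compounds plus 3 SD, per screening run, cut at about 20% in these data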;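 further: signal is peak over basal fluorescence ratio across a 100 second FLIPR read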
OXTR ag = human OXTR agonism. CHO-OTR cells, Fluo-8 calcium fluorescence; normalized: DMSO 0%, oxytocin 100%. 320,000 compounds, 0.32% hits. activation, % at 3 µM. P30559. AID 2435;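 active means activation above the mean of all tested compounds plus 3 SD, cutoff set per screening run, cut at about 20% in these data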;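 further: peak over basal fluorescence ratio from a 100 s FLIPR kinetic read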
Target sequence (P30559 whole entry, looked up): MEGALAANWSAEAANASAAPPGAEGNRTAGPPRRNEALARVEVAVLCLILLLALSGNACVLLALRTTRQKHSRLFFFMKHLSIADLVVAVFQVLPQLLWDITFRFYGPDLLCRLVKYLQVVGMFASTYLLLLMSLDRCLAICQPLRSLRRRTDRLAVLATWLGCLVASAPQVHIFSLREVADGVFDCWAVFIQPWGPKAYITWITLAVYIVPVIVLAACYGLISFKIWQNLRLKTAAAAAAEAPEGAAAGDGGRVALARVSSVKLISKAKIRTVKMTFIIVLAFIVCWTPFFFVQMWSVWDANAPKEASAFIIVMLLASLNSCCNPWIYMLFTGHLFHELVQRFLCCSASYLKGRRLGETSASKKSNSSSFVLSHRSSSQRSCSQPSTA
GalR3 antag = antagonists of human GalR3; O60755; HEK293 GalR3-CNG cAMP membrane potential fluorescence; galR3 body fused to GalR1 C-terminus; inhibition, % at 3 µM; 360,000 compounds, 0.44% hits; AID 651719;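 active means inhibition above the screen-wide average plus 3 SD, cut at about 13% in these data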;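 further: forskolin and galanin both at EC90 stimulate the cells; cAMP rise reported by CNG channel membrane potential dye signal; 0% = forskolin plus galanin with DMSO and 100% = forskolin alone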
Target sequence (O60755 1-299 limits assumed): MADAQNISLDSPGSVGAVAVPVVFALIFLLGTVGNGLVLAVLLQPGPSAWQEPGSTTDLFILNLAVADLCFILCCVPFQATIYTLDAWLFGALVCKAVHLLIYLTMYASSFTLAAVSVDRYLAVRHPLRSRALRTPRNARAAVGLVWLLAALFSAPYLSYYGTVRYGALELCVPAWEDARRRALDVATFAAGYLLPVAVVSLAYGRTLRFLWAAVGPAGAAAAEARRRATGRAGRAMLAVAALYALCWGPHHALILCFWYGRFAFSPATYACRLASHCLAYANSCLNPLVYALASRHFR
MEKK2 mut-MEK5 = signal of MEK5 binding to mutant human MEKK2 PB1 domain; 290,000 compounds, 0.35% hits; bead flow cytometry, Alexa488-MEK5 binding to MEKK2 mutant; AID 1530; percent response, % at 10 µM; in the data active means percent response above about 24%, passing the limit was not always enough; further: inactives centre near 1; some results filed as inactive read as strong as hits
OXTR potentiator = human OXTR potentiation; P30559; CHO-OTR cells, Fluo-8 calcium fluorescence, potentiator mode; 0% = oxytocin EC15, 100% = EC100; activation, % at 3 µM; 320,000 compounds, 0.061% hits;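 active means activation above that plate's cutoff, the mean activation of tested compounds plus 3 SD, cut at about 6.6% in these data, passing the limit was not always enough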;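 further: 100% uses oxytocin at 75 nM as the full agonist control; some results filed as inactive read as strong as hits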
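Material: human OTR in CHO cells. Compound: 3.0 µM, one dose. Timing: compound 6 min at room temperature before oxytocin, 100 s read. Evaluation: % activation of max/min ratio relative to oxytocin controls. Replication: single well per compound, singlicate. Signal: Fluo-8 calcium dye fluorescence.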
The depositor's hits bear a star; . = no result given.

Every second line gives: V1aR counter	OXTR ag	GPR7 antag	M18AAP inhibitor	NALP1 yeast inh	MEKK2wt PB1 HTS	OXTR potentiator	GalR3 antag	MEKK2 mut-MEK5
O=C(CCn1nc(-c2ccc(Cl)cc2)ccc1=O)NCc1ccccn1
    -0.1	-2.1	-3	0	18	104	-14	2	1
CC(NC(=O)CCOc1ccccc1)c1ccccc1 (configuration not stated)
    -0.1	-0.2	-5	-10	4	96	-4	-3	1
CC(C)CC1NC(=O)N(CC(=O)N(C)C2CCCCC2)C1=O (configuration not stated)
    0.1	1.6	.	.	.	.	-6	-5	.
Nc1nnc(-c2ccc(Cl)cc2Cl)s1
    -0.9	-1.5	4	1	-8	80	2	-6	-8
O=c1[nH]c(Cc2cccs2)nc2scc(-c3ccc(Cl)cc3)c12
    -0.4	-0.5	-12	8	5	97	-6	-7	-6
Cc1ccc(NC(=O)c2cc3cc(OC(F)(F)F)ccc3[nH]2)cc1
    1.5	0.1	-10	1	12	101	-3	-4	0
COc1ccccc1CNC(=O)COC(=O)c1cccnc1SCC(=O)NCc1ccccc1OC
    4.2	-1.9	5	1	21	97	-13	-1	-1
COc1ccc(NC(=O)CN(C)S(=O)(=O)c2ccc(Cl)cc2)cn1
    1.1	-0.1	.	.	.	.	-4	-5	.
COc1cccc(NC(=S)NC(=O)/C=C/c2ccc(F)cc2)c1
    0.1	8.7	6	-2	18	103	-16	-10	-1
CCC(Oc1ccc2ccccc2c1)C(=O)O (configuration not stated)
    -0.9	-0.1	-8	-4	16	102	-9	1	4
O=S(=O)(c1cnc[nH]1)N1CCc2ccccc21
    1.1	1.5	-5	1	6	102	-2	-4	8
Cc1nn(-c2ccccc2)c2nc(-c3ccco3)cc(C(=O)O)c12
    0.2	-0.8	-4	-71	-2	104	-5	-3	-1
O=C(Cn1nc(C(=O)O)c2ccccc2c1=O)Nc1cc(C(F)(F)F)ccc1-n1cncn1
    1.0	5.1	.	.	.	.	2	-4	.
O=C(CCNC(=O)c1ccc([N+](=O)[O-])cc1)Nc1ccc(F)c(F)c1F
    0.1	0.3	3	2	11	101	1	-6	6
COc1cccc(-c2cccc(NC(=O)C3CCN(Cc4ccc(CO)o4)CC3)c2)c1
    1.3	0.1	-11	-9	12	107	2	-4	9
CN1C[C@@H]2C(c3ccc(C(F)(F)F)cc3)C3(c4ccc(C#N)cc4)CC2(C3)[C@H]1c1ccccc1 (some centres not stated)
    0.8	-0.5	.	.	-11	107	-2	-8	-1
Cc1ccc(-c2cc(C(F)F)n3ncc(C(=O)Nc4ccc(S(=O)(=O)Nc5ccccc5C)cc4)c3n2)cc1
    -1.2	-0.4	0	-16	14	98	-15	1	8
Cc1nnc(NC(=O)CC23CC4CC(CC(C4)C2)C3)s1
    -0.3	-1.3	4	0	11	98	0	.	1
Cc1ccccc1COC(=O)CNC(=O)c1sc2ccccc2c1Cl
    2.5	1.9	.	.	.	.	-7	-3	.
O=C(CN1c2cccc3cccc(c23)S1(=O)=O)N1CCCCC1
    -0.1	0.9	.	.	.	.	-3	-8	.
COc1ccc(N2CCN(C(=S)NCc3ccccc3)CC2)cc1
    2.3	2.5	10	8	-13	101	-9	-2	4
COc1ccc2cc(-c3cc(C(=O)O)c4ccccc4n3)ccc2c1
    0.3	0.6	5	-1	-11	105	-14	-4	5
CCOC(=O)c1ccc(NC(=O)N2CCN(C3CCCCC3)CC2)cc1
    0.0	1.2	7	-1	8	105	-3	-6	10
CCN1C(=O)C(=O)N(Cc2ccc(OC)c(F)c2)C1=O
    0.3	1.1	-11	0	2	98	1	-5	1
COCC(=O)N(Cc1ccco1)c1nnc(C2CCOC2)s1 (configuration not stated)
    -0.4	-1.2	5	-3	11	126	-14	1	12
CCOC(=O)C1=C(C)N(c2ccc(Cl)cc2)C(=O)NC1c1cccc([N+](=O)[O-])c1 (configuration not stated)
    -0.3	-1.4	-1	-3	35	98	-13	-3	1
O=c1[nH]c2ccc(S(=O)(=O)N3CCN(c4ccccc4F)CC3)cc2s1
    6.7	11	5	2	21	99	-21	-5	0
c1ccc(-n2ncc3c(NCc4ccccn4)ncnc32)cc1
    0.4	0.9	18	-3	-4	108	3	.	4
Cc1oc(C)c2c(=O)ccc3c(c12)OC(N)=C(C#N)C3c1ccccc1 (configuration not stated)
    3.1	3.0	-1	22	30	93	-10	5	4
O=C(Nc1ccc(F)cc1F)N1CCCN(c2ccc(C(F)(F)F)cn2)CC1
    4.5	2.8	5	-17	.	95	-8	-7	-2

Entries of single compounds from above:
`O=C(CCNC(=O)c1ccc([N+](=O)[O-])cc1)Nc1ccc(F)c(F)c1F` is entered as V1aR counter = 0.1; OXTR ag = 0.3; GPR7 antag = 3; M18AAP inhibitor = 2; NALP1 yeast inh = 11; MEKK2wt PB1 HTS = 101; OXTR potentiator = 1; GalR3 antag = -6; MEKK2 mut-MEK5 = 6
`CCC(Oc1ccc2ccccc2c1)C(=O)O` (configuration not stated) is entered as V1aR counter = -0.9; OXTR ag = -0.1; GPR7 antag = -8; M18AAP inhibitor = -4; NALP1 yeast inh = 16; MEKK2wt PB1 HTS = 102; OXTR potentiator = -9; GalR3 antag = 1; MEKK2 mut-MEK5 = 4
`CCOC(=O)C1=C(C)N(c2ccc(Cl)cc2)C(=O)NC1c1cccc([N+](=O)[O-])c1` (configuration not stated) is entered as V1aR counter = -0.3; OXTR ag = -1.4; GPR7 antag = -1; M18AAP inhibitor = -3; NALP1 yeast inh = 35; MEKK2wt PB1 HTS = 98; OXTR potentiator = -13; GalR3 antag = -3; MEKK2 mut-MEK5 = 1

Next results follow.
Every second line gives: V1aR counter	OXTR ag	GPR7 antag	M18AAP inhibitor	NALP1 yeast inh	MEKK2wt PB1 HTS	OXTR potentiator	GalR3 antag	MEKK2 mut-MEK5
O=C(CCS(=O)(=O)c1cccc2nonc12)Nc1ccc(Br)cc1
    2.3	1.4	-8	5	6	110	-6	-6	11
C#CCN(C)Cc1ccccc1
    0.8	-0.8	-12	7	1	101	-3	3	4
COc1ccc(S(=O)(=O)Nc2ccc3c(c2)C(=O)N([C@H](C)CO)C[C@H](C)[C@@H](CN(C)S(C)(=O)=O)O3)cc1
    1.0	0.1	.	.	.	.	-8	-2	.
O=C(NCCCCc1ccccc1)c1cccc(Br)c1
    -0.8	-2.6	-4	-7	24	104	-8	-13	13
CCOC(=O)N1CCN(C(=O)CN(c2cc(C(F)(F)F)ccc2Cl)S(C)(=O)=O)CC1
    0.4	-0.2	-2	-11	-8	107	0	-8	2
CCCn1nc(C(=O)N2CCN(S(=O)(=O)c3ccc(C)c(C)c3)CC2)c2ccccc2c1=O
    -1.2	-1.8	.	.	.	.	-4	1	.
O=C(OCc1ccc([N+](=O)[O-])cc1)c1cc(S(=O)(=O)N2CCCCC2)ccc1N1CCOCC1
    -1.2	-2.7	.	.	.	.	3	5	.
O=C(COc1ccc(Cl)cc1)NCCc1ccccn1
    0.5	0.9	-6	-2	10	103	-8	3	-5
CCOC(=O)c1ccc(S(=O)(=O)NCC(C)(C)N2CCOCC2)cc1
    -0.5	0.9	-12	2	15	87	0	-8	-12
CC(=O)NNC(=S)NC(=O)c1ccccc1
    0.4	1.1	-11	48*	-19	109	-3	0	0
CC(C)N1C(=O)CCC1C(=O)N1CCN(c2ccc(F)cc2)CC1 (configuration not stated)
    -0.5	-0.1	6	-3	.	100	-6	1	-3
COc1ccc(N=Nc2c(N)n[nH]c2N)cc1
    0.8	-1.1	3	9	0	90	-1	-6	-6
COc1cc(Cl)c(C)cc1NC(=O)c1ccc2c(c1)OCO2
    0.1	-2.1	-14	0	14	104	-13	-10	4
O=C(NC1=NCCS1)c1ccc(N2CCCC2=O)cc1
    0.9	-0.4	3	-5	-4	84	-13	-5	-8
COc1ccccc1NC(=O)COC(=O)COc1cccc2c1OC(C)(C)C2
    -1.3	-1.8	.	.	.	.	3	-4	.
N#CCCN(Cc1cccnc1)C(=O)c1ccc(S(=O)(=O)N2CCOCC2)cc1
    0.8	0.8	-11	2	24	100	-3	0	-1
CCCOC(=O)Nc1ccc(N2CCCCC2)cc1
    -0.2	-0.3	-5	-26	29	93	-7	-6	-4
CC(C)C(C)(C#N)NC(=O)CSc1nc2scc(-c3ccco3)c2c(=O)n1-c1ccccc1 (configuration not stated)
    0.4	-1.1	-15	-20	12	90	-14	0	-2
COc1cc(-c2nnc(SCC3(c4ccc(Br)cc4)OCCO3)o2)cc(OC)c1OC
    1.5	0.9	-1	-8	19	.	-19	-4	.
Cc1[nH]nc(Sc2ccccn2)c1[N+](=O)[O-]
    0.1	-1.7	3	-1	26	99	-13	4	-4
Cc1nnc(C)c2c(C)n(Cc3ccc4c(c3)OCO4)c(C)c12
    -0.2	0.1	6	19	13	106	3	6	6
COc1cc(/C=C/c2[nH]c(=O)[nH]c(=O)c2[N+](=O)[O-])ccc1OCCC(C)C
    1.5	0.5	-15	-15	19	87	3	-3	-12
CCC1(CC)C(=O)N(C)C(=O)NC1=NCc1ccccc1
    1.6	0.7	8	-6	10	103	-1	1	3
CCOC(=O)C1=C(C)C(c2ccc(OC)cc2)NC(=S)N1 (configuration not stated)
    -0.2	-0.7	-6	2	6	99	-2	1	2
O=C(NC(=S)Nc1ccc(CN2CCOCC2)cc1)c1ccc2c(c1)OCCO2
    2.1	0.5	-17	-7	.	96	-7	-5	-2

A different layout for some results above:
smiles,V1aR counter,OXTR ag,GPR7 antag,M18AAP inhibitor,NALP1 yeast inh,MEKK2wt PB1 HTS,OXTR potentiator,GalR3 antag,MEKK2 mut-MEK5
COc1ccccc1NC(=O)COC(=O)COc1cccc2c1OC(C)(C)C2,-1.3,-1.8,.,.,.,.,3,-4,.
CCOC(=O)C1=C(C)C(c2ccc(OC)cc2)NC(=S)N1 (configuration not stated),-0.2,-0.7,-6,2,6,99,-2,1,2
O=C(OCc1ccc([N+](=O)[O-])cc1)c1cc(S(=O)(=O)N2CCCCC2)ccc1N1CCOCC1,-1.2,-2.7,.,.,.,.,3,5,.
CCCn1nc(C(=O)N2CCN(S(=O)(=O)c3ccc(C)c(C)c3)CC2)c2ccccc2c1=O,-1.2,-1.8,.,.,.,.,-4,1,.

Reformatted as labelled records: 3 of the compounds above
> COc1ccc(S(=O)(=O)Nc2ccc3c(c2)C(=O)N([C@H](C)CO)C[C@H](C)[C@@H](CN(C)S(C)(=O)=O)O3)cc1
  V1aR counter = 1.0	OXTR ag = 0.1	GPR7 antag = .	M18AAP inhibitor = .	NALP1 yeast inh = .	MEKK2wt PB1 HTS = .	OXTR potentiator = -8	GalR3 antag = -2	MEKK2 mut-MEK5 = .
> O=C(NC(=S)Nc1ccc(CN2CCOCC2)cc1)c1ccc2c(c1)OCCO2
  V1aR counter = 2.1	OXTR ag = 0.5	GPR7 antag = -17	M18AAP inhibitor = -7	NALP1 yeast inh = .	MEKK2wt PB1 HTS = 96	OXTR potentiator = -7	GalR3 antag = -5	MEKK2 mut-MEK5 = -2
> O=C(NCCCCc1ccccc1)c1cccc(Br)c1
  V1aR counter = -0.8	OXTR ag = -2.6	GPR7 antag = -4	M18AAP inhibitor = -7	NALP1 yeast inh = 24	MEKK2wt PB1 HTS = 104	OXTR potentiator = -8	GalR3 antag = -13	MEKK2 mut-MEK5 = 13

High-throughput results as filed in PubChem BioAssay.
